Source: PubChem
ADAM17 inh: inhibitors of human ADAM17. P78536. recombinant ADAM17, EDANS/DABCYL FRET peptide cleavage. inhibition, % at 6.95 µM. hit rate 0.83% among 370,000;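 active means inhibition above the mean of compounds lying between control limits plus 3 SD, set per campaign, cut at about 8.5% in these data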;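 further: 0% = DMSO-only wells as the low control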
Target sequence (P78536 215-824 limits assumed): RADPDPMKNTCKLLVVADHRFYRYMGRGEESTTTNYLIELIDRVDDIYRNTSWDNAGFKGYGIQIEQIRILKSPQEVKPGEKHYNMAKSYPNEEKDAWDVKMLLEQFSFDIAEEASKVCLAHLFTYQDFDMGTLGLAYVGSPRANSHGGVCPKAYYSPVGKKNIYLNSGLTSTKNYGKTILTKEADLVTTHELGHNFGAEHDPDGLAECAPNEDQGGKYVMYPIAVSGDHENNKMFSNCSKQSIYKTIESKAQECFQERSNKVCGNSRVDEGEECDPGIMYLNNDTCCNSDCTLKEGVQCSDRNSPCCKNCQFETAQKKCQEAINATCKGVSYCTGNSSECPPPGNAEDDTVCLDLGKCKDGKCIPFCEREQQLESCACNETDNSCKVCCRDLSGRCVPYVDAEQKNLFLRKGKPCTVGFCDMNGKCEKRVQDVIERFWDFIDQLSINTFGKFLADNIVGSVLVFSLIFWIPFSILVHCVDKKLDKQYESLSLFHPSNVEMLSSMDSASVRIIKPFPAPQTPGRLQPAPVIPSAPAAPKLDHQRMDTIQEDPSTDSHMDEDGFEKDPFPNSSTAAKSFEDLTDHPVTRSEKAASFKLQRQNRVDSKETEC
DDE Tn7 FP inh: disrupts Tn7 cyclic peptide binding to fibrin D-Dimer-E complex; P02675; FP displacement of FITC-Tn7 peptide from fibrin DD(E); 0% = median of compound wells per plate; inhibition, % at 8.3 µM; hit rate 0.13% among 370,000;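 active means inhibition above the mean of compounds falling within the control limits plus 3 SD of them, cut at about 14% in these data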;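 further: 0% = plate median of compound wells and 100% = 10 µM Aha-Tn7 peptide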
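assay system = human clot-derived fibrin DD(E) complex | quantity = Fibrin-DD(E) at 2 µM final | timing = 10 min preincubation, 3 h with tracer, room temperature | signal = fluorescence polarization | measure = percent inhibition | benchmarks = high control wells with 10 µM unlabelled Aha-Tn7 peptide (full inhibition) | replicates = singlicate testing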
KLK7 zymogen act: proKLK7 (human) activation, primary screen; activation, % at 7 µM; P49862; purified proKLK7, EDANS-DABCYL substrate fluorescence; 100% is mature enzyme control, 0% vehicle; hit rate 0.9% among 370,000; AID 652039;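 active means activation above the mean of all tested compounds plus 3 SD, computed per campaign excluding outliers beyond control limits, cut at about 13% in these data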
Target sequence (P49862 whole entry, looked up): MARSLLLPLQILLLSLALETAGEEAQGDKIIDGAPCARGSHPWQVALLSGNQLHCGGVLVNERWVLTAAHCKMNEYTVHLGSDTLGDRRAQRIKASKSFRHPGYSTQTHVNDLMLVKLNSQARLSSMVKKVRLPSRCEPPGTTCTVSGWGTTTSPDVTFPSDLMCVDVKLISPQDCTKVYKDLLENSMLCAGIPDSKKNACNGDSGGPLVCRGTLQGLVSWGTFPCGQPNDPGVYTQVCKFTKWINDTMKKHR
PLCg1 inh: PLC-gamma1 (human) inhibition, primary screen; P19174; purified PLC-gamma1, fluorogenic substrate, fluorescence; inhibition, % at 12.2 µM; hit rate 0.84% among 370,000; AID 720700; in the data active means inhibition above about 9.5%
ARFGAP1 inh: rat ARFGAP1 inhibition; Q62848; hit rate 0.26% among 360,000; inhibition, % at 16.5 µM; Arfgap1-stimulated ARF1 GTP hydrolysis, GDP FP detection; AID 651572;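 active means inhibition above a per-plate limit, mean inhibition of low control wells plus 3 SD, cut at about 25% in these data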;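 further: 0% = DMSO wells with enzyme and 100% = wells lacking Arfgap1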
Target sequence (Q62848 1-136 limits assumed): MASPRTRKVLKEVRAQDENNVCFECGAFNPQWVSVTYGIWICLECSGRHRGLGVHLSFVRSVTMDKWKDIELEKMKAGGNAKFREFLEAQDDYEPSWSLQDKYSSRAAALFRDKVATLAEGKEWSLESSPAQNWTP
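System: truncated rat Arfgap1 GAP domain / Benchmarks: high control wells lacking Arfgap1, low control full reaction with DMSO / Times: compound-enzyme preincubation 20 min, reaction 120 min, detection 60 min, 25 °C / Repeats: one replicate per compound / Also added: human ARF1(Δ1-17)-GTP substrate / Measured by: Tracer-displacement fluorescence polarization with EDTA stop, 620/688 nm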
PLCb3 inh: PLC-beta3 (human) inhibition, primary screen | hit rate 0.18% among 370,000 | AID 720704 | Purified PLC-beta3, fluorogenic substrate, fluorescence | Q01970 | inhibition, % at 12.2 µM; in the data active means inhibition above about 11%;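 further: 0% = median of compound wells on plate and 100% = full blocker control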
UHRF1 MBD2 ctr: blocks human UHRF1 binding to methylated DNA; Q96T88; UHRF1 binding to methylated oligo, TR-FRET; inhibition, % at 4.4 µM; hit rate 0.75% among 370,000; AID 687016; in the data active means inhibition above about 21%;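 further: UHRF1 SRA domain binding a hemimethylated CpG hairpin DNA probe; 0% = median of test compound wells and 100% = reference inhibitor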
DDE Tn6 FP inh: inhibitors of Tn6 peptide binding to human fibrin DD(E). P02675. Fibrin DD(E) TRITC-Tn6 fluorescence polarization displacement. inhibition, % at 8.3 µM. hit rate 0.21% among 370,000. AID 720509;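 active means inhibition above a per-campaign cutoff: mean of compounds within control limits plus 3 SD, cut at about 15% in these data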;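 further: 0% = median of all compound wells on the plate and 100% = blocking peptide control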
ASAP1 GAP inh: ASAP1 ArfGAP inhibition; inhibition, % at 16.5 µM; Q9ULH1; ASAP1-stimulated ARF1 GTP hydrolysis, GDP FP detection; hit rate 0.19% among 360,000; in the data active means inhibition above about 25%;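 further: 0% = vehicle with enzyme and substrate and 100% = no enzyme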
MBD2 inh: inhibitors of human MBD2 binding to methylated oligonucleotide. inhibition, % at 4.4 µM. Q9UBB5. AID 686964. TR-FRET. hit rate 0.31% among 370,000; in the data active means inhibition above about 13%
* marks the source's active call; other numbers are inactive results.

SMILES	ADAM17 inh	DDE Tn7 FP inh	KLK7 zymogen act	PLCg1 inh	ARFGAP1 inh	PLCb3 inh	UHRF1 MBD2 ctr	DDE Tn6 FP inh	ASAP1 GAP inh	MBD2 inh
COc1ccc2c(c1)C(=O)OC2CC(=O)O (stereo not given)	-5	-1	0.1	4	19	1	0	2	6	-1
O=C(NCCCN1CCOCC1)C(C(=O)c1ccccc1)n1ccccc1=O (stereo not given)	-2	5	-0.4	-3	7	3	-1	-9	11	0
COc1ccccc1NC(=O)C(C)NS(=O)(=O)c1ccccc1 (stereo not given)	0	-6	0.5	3	-1	2	0	1	6	2
O=C(c1ccc(F)cc1)C1CCN(Cc2ccccc2F)CC1	1	0	-0.5	-4	-1	-6	1	4	18	1
COc1ccc(OC(=O)c2cc(S(=O)(=O)N3CCCC3)ccc2Cl)cc1	-2	0	-7.4	-1	7	0	1	3	-3	2
CCC(C)(C)NC(=O)C(c1cccc(OC)c1OC)N(C(=O)CCC(=O)Nc1cc(C)on1)c1ccc2c(c1)OCCO2 (stereo not given)	-1	4	0.3	0	9	-2	3	-3	-18	1
COCC(=O)Nc1nc2ccc(C)cc2s1	-2	4	0.9	2	-10	-6	0	9	8	-3
Cc1ccc(/C=C2/SC(=S)N(c3ccc(S(=O)(=O)Nc4nccs4)cc3)C2=O)cc1	-3	2	-0.1	-1	-8	-12	5	-3	-12	5
c1ccc(Sc2ncnc3ccccc23)cc1	0	-1	0.3	-1	11	-9	1	3	11	4
O=C(Oc1nsnc1N1CCCCC1)N1CCOCC1	-1	-6	-0.1	-1	8	3	1	2	9	3

Full records, quoted from the list.
COCC(=O)Nc1nc2ccc(C)cc2s1 in the list: ADAM17 inh = -2; DDE Tn7 FP inh = 4; KLK7 zymogen act = 0.9; PLCg1 inh = 2; ARFGAP1 inh = -10; PLCb3 inh = -6; UHRF1 MBD2 ctr = 0; DDE Tn6 FP inh = 9; ASAP1 GAP inh = 8; MBD2 inh = -3
Cc1ccc(/C=C2/SC(=S)N(c3ccc(S(=O)(=O)Nc4nccs4)cc3)C2=O)cc1 in the list: ADAM17 inh = -3; DDE Tn7 FP inh = 2; KLK7 zymogen act = -0.1; PLCg1 inh = -1; ARFGAP1 inh = -8; PLCb3 inh = -12; UHRF1 MBD2 ctr = 5; DDE Tn6 FP inh = -3; ASAP1 GAP inh = -12; MBD2 inh = 5

Other results
SMILES	ADAM17 inh	DDE Tn7 FP inh	KLK7 zymogen act	PLCg1 inh	ARFGAP1 inh	PLCb3 inh	UHRF1 MBD2 ctr	DDE Tn6 FP inh	ASAP1 GAP inh	MBD2 inh
CCC1CCCCN1Cc1nc2c(c(=O)n(C)c(=O)n2C)n1Cc1ccccc1 (stereo not given)	-1	-5	-0.3	0	9	2	15	-6	13	-5
CC(C)Cc1cc(C(=O)Nc2ccccc2)c2ccccc2n1	0	7	0.3	0	7	-6	-1	3	-18	-4
COc1ccc(/C=N/OCC(=O)Nn2c(C)nc3ccccc3c2=O)cc1	0	-1	0.6	0	4	2	-1	-1	2	0
Cc1cc(NC(=O)C2CCN(C(=O)c3ccco3)CC2)ccc1Br	0	4	0.2	-2	3	-6	-3	0	30*	-2
C[C@H](CO)N1C[C@H](C)[C@@H](CN(C)C(=O)Nc2cc(F)ccc2F)Oc2ncc(-c3cccc(F)c3)cc2C1=O	-3	1	-0.2	0	-17	-1	3	6	7	-2
Cc1ccc(NC(=O)N2CCC(C(=O)Nc3ccc(C)cc3C)CC2)cc1	-2	-1	-0.3	0	4	2	-1	-4	7	4
O=C(COC(=O)c1c2c(nc3ccccc13)CCCCC2)NCc1ccc2c(c1)OCO2	0	2	1.0	0	-3	2	1	-2	-3	4
Cc1cccc(NC(NC(=O)c2ccccn2)C(Cl)(Cl)Cl)c1 (stereo not given)	2	-1	-0.3	2	-2	4	-1	-2	9	6
Cc1sc2nc(-c3ccco3)oc(=O)c2c1C	0	5	-0.7	-46	8	-54	3	7	-6	1
CC1SC(C)C(=O)N(CC(=O)NCc2ccc(F)cc2)C1=O (stereo not given)	-1	-2	0.1	4	8	-1	-2	-6	2	-7
Cc1cc(C)n(-c2nc3ccccc3c(=O)n2OCc2ccc(Cl)cc2)n1	-1	5	-0.6	2	3	1	-2	1	9	0
OC1(c2cccc(C(F)(F)F)c2)CCN(c2ncnc3c2[nH]c2ccc(F)cc23)CC1	-39	0	-0.9	-47	9	-68	-1	-1	5	0
Cc1cc(Cl)ccc1C(=O)C1CCCN(C(=O)c2snnc2C)C1 (stereo not given)	-1	-2	-0.7	-1	-7	-7	1	-13	-11	0
Cc1ccc(F)cc1NC(=O)CCOc1ccccc1	4	0	0.2	11*	11	11*	1	2	-9	1
O=C(c1ccncc1)N1CCN(S(=O)(=O)c2cccc(F)c2)CC1	2	3	-0.4	-2	9	-5	1	3	-11	2
CCn1c(SCC(=O)Nc2nnc(C)s2)nnc1C(C)NC(=O)c1ccccc1 (stereo not given)	1	-9	0.7	1	12	-4	-1	-2	-4	-2
Cc1cccc(-n2c(SCC(N)=O)nnc2-c2ccco2)c1	-2	7	-0.3	0	-11	-3	3	3	9	2
CC(NC(=O)Cn1cnc([N+](=O)[O-])n1)c1ccccc1 (stereo not given)	6	3	0.1	6	15	10	4	1	7	-3
N#Cc1c2ncn(CC(=O)c3ccc(Br)cc3)c(=O)c2c2n1CCC2	-1	-2	0.9	2	2	4	-6	0	4	2
CCOC(=O)c1c(-c2ccc(C)o2)csc1NC(=S)NC(=O)c1ccccc1Br	7	2	0.1	1	3	0	-3	-3	1	3
OC(COc1ccccc1)CN1CCOCC1 (stereo not given)	-1	0	-0.2	-3	4	2	-2	2	-6	0
CC(=O)Nc1ccc(S(=O)(=O)NCCc2ccc(S(N)(=O)=O)cc2)cc1	-1	2	0.0	3	-4	4	4	-4	3	1
COc1cc(C=Nc2cccc(C)c2)c(O)c([N+](=O)[O-])c1	-3	5	0.0	-3	-3	0	-7	1	1	-12
O=C(O)/C(=C/c1ccco1)NC(=O)c1ccccc1	2	3	0.6	-6	0	-6	7	-1	3	-3
Cc1cc(C)cc(N)c1	-2	-3	-0.1	-4	9	0	1	6	-11	-4
Cc1nn(CC(=O)Nc2ccc(Cl)cc2Cl)c(=O)c2ccccc12	4	1	0.6	2	16	-5	1	5	-4	-3
Cc1ccc(C(O)c2ncc(-c3ccccc3F)[nH]2)cc1F (stereo not given)	2	-14	-0.2	0	-1	1	-3	2	10	2
CCN1CCN(c2ncnc3c2sc2nc(N4CCOCC4)c4c(c23)CCC4)CC1	-6	2	-0.1	-6	1	-11	1	0	-2	-1
O=C(NC(=O)c1c(F)cccc1F)O/N=C1\CCCc2occc21	-5	-8	0.2	-1	3	-3	12	0	7	4
Cc1ccc(C(=O)NCCCNC(=O)Cc2ccc(Cl)cc2)cn1	-1	5	-0.5	-2	-8	-5	-1	0	-11	3
CCc1ccc(Nc2n[n+](C)c(-c3ccncc3)s2)cc1	0	3	-0.6	2	14	-2	-2	-9	4	-2
CN(C(=O)COC(=O)c1ccc(=O)n(Cc2ccccc2)n1)c1ccccc1	-3	4	0.2	-2	-2	-5	3	-1	-12	6
COC(=O)c1ccc(CSc2nnnn2-c2ccccc2)o1	1	-1	-0.7	-1	-4	-1	-2	-7	-5	-4
CC(=O)Nc1ccc(CN2CCN(C3CCCC3)C(CCO)C2)cc1 (stereo not given)	-3	-1	-0.3	0	-5	-1	4	4	19	-4
COc1ccccc1CNC(=O)N1CCN(S(=O)(=O)c2ccccc2)CC1	1	-4	-0.3	1	6	-6	-2	4	-1	-4
Cc1ccc([C@H]2N[C@]3(CCCN(Cc4ccc(C(F)(F)F)cc4)C3=O)[C@H]3C(=O)N(C)C(=O)[C@@H]23)cc1	-1	-2	-0.1	2	2	3	-2	-1	5	-1
Cn1c(SCC(=O)Nc2ccc(NC(=O)c3ccccc3)cc2)nnc1-c1ccncc1	-1	-2	-0.3	3	4	-3	3	11	15	0
CN(C)CCN1CCN(C2CN(CCc3ccccc3)S(=O)(=O)C2)CC1 (stereo not given)	1	-3	-0.5	5	-3	2	1	-7	-6	-2
CC(C)CN(C(=O)CSc1ncnc2ccccc12)C1CCS(=O)(=O)C1 (stereo not given)	-4	-2	0.7	2	-6	-7	0	4	-5	2
CCOC(=O)C1C(=O)OC(C)(C)C1C(CC)C(=O)c1ccccc1 (stereo not given)	-5	4	0.0	-2	2	-1	3	3	13	3
O=S(=O)(NCc1csc(-c2cccnc2)n1)c1ccc(Cl)s1	-3	-2	-0.6	-5	-4	-9	-1	-9	3	7
CN1CCN(c2nc3c(c(=O)n(C)c(=O)n3C)n2Cc2ccccc2Cl)CC1	-5	1	0.1	-2	6	-3	1	7	-9	2
CC(=O)c1ccccc1OCCCN1CCCCC1	0	3	-0.5	-1	5	1	0	1	-12	-5
CC(N)c1csc(Nc2ccc(C(=O)NCCO)cc2)n1 (stereo not given)	-5	-3	1.2	-10	4	-9	1	0	-4	8

Filtered by structure, those above containing fluorine (9)
SMILES	ADAM17 inh	DDE Tn7 FP inh	KLK7 zymogen act	PLCg1 inh	ARFGAP1 inh	PLCb3 inh	UHRF1 MBD2 ctr	DDE Tn6 FP inh	ASAP1 GAP inh	MBD2 inh
O=C(c1ccc(F)cc1)C1CCN(Cc2ccccc2F)CC1	1	0	-0.5	-4	-1	-6	1	4	18	1
C[C@H](CO)N1C[C@H](C)[C@@H](CN(C)C(=O)Nc2cc(F)ccc2F)Oc2ncc(-c3cccc(F)c3)cc2C1=O	-3	1	-0.2	0	-17	-1	3	6	7	-2
CC1SC(C)C(=O)N(CC(=O)NCc2ccc(F)cc2)C1=O (stereo not given)	-1	-2	0.1	4	8	-1	-2	-6	2	-7
OC1(c2cccc(C(F)(F)F)c2)CCN(c2ncnc3c2[nH]c2ccc(F)cc23)CC1	-39	0	-0.9	-47	9	-68	-1	-1	5	0
Cc1ccc(F)cc1NC(=O)CCOc1ccccc1	4	0	0.2	11*	11	11*	1	2	-9	1
O=C(c1ccncc1)N1CCN(S(=O)(=O)c2cccc(F)c2)CC1	2	3	-0.4	-2	9	-5	1	3	-11	2
Cc1ccc(C(O)c2ncc(-c3ccccc3F)[nH]2)cc1F (stereo not given)	2	-14	-0.2	0	-1	1	-3	2	10	2
O=C(NC(=O)c1c(F)cccc1F)O/N=C1\CCCc2occc21	-5	-8	0.2	-1	3	-3	12	0	7	4
Cc1ccc([C@H]2N[C@]3(CCCN(Cc4ccc(C(F)(F)F)cc4)C3=O)[C@H]3C(=O)N(C)C(=O)[C@@H]23)cc1	-1	-2	-0.1	2	2	3	-2	-1	5	-1
